# GPR55 LPI antagonism – inhibition of LPI-stimulated GPR55 beta-arrestin translocation – imaging, U2OS, beta-arrestin-GFP, LPI agonist, primary screen (AID 2013); U2OS GPR55 beta-arrestin-GFP translocation imaging, LPI antagonism; higher % means a stronger effect; inhibition, % at 10 µM, or IC50 in µM where a hit was titrated; 290,000 tested, 0.13% active;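 active means spots per cell inhibited over 60%, with over 100 cells counted and total cytoplasm intensity under 500,000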;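 further: U2OS cells stably carrying GPR55 and arrestin-GFP stimulated by 5 µM LPI near EC80; imaged beta-arrestin-GFP aggregate spots per cell after agonist stimulation; plate controls were LPI-stimulated DMSO wells for no effect and DMSO wells without LPI for full effect; some results filed as inactive read as strong as hits; confirmed hits need IC50 under 10 µM and bright autofluorescent wells are also inconclusive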
# NTR1 agonist – agonists of NTR1, primary screen, imaging, U2OS cells, beta-arrestin-GFP, high content (AID 493036); P30989; NTR1-U2OS beta-arrestin-GFP spot imaging, agonist mode; activation, % at 20 µM; 330,000 tested, 0.17% active;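 active means activation at or above 40% of the spot to cytoplasm intensity ratio, with at least 20 cells analyzed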;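 further: 0% = DMSO without peptide and 100% = 100 nM NTR1 peptide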
# Target sequence (P30989 whole entry, looked up): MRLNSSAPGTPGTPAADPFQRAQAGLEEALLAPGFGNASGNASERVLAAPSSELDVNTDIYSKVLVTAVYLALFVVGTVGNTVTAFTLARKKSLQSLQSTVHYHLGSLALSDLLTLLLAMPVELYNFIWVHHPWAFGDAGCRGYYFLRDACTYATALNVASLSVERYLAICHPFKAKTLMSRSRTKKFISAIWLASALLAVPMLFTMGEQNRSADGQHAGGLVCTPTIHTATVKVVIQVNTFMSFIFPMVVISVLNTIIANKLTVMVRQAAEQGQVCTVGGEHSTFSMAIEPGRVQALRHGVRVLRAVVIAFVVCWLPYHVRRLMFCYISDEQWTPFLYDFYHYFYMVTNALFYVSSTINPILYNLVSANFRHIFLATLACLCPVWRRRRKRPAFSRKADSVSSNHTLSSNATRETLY
# NOD1 inhibition – NOD1 signaling inhibitors, primary screen, cell-based, luminescence, uHTS (AID 1578); one-dose inhibition, % at 4 µM; EC50 in µM for titrated hits; NOD1-driven NF-kB luciferase reporter cells, luminescence; higher % means a stronger effect; 290,000 tested, 1% active; in the data active means inhibition mostly above about 36%, no sharp cut-off; inactive means mostly below about 34%;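 further: HEK-293T reporter cells stimulated with the NOD1 agonist gamma-tri-DAP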
# T cell modulator – modulates CD8 T cell binding to vesicles. 2C CD8+ T cell-vesicle binding, flow cytometry; active compounds read low. calls only at 7 µM. 330,000 tested, 0.068% active;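 active means response, share of CD8 T cells binding vesicles, and their 90th percentile fluorescence all below set limits, cut at about 80% in these data, passing the limit was not always enough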
#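 incubation = binding step 1.5 h, 37 °C, antibody labelling 20 min, ice | test system = 2C mouse CD8+ T cells | read-out basis = percent CD8+ FL2 mean versus row control | controls = Peptide-free naked vesicles (low) and QL9 vesicles with 0.7% DMSO vehicle (high) | detection = flow cytometry of vesicle-bound cells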
# KOR beta-arrestin-1 – kappa opioid receptor blockers – cell-based, luminescence, uHTS (AID 1778). inhibition, % at 10 µM; hits with a dose series show IC50 in µM. 290,000 tested, 0.091% active. KOR beta-arrestin recruitment, luminescence, antagonist mode; higher % means a stronger effect; further: strong numbers were not always called active
# Myeloid diff MLP – promotes myeloid progenitor differentiation. AID 624256. calls only at 10 µM. 360,000 tested, 1% active. ER-HoxA9 myeloid progenitors, lysozyme-GFP differentiation, flow cytometry;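 active means normalized GFP-positive differentiation at or above the plate's own cutoff, the solvent-only control mean plus 3 SD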;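 further: cells exposed to compound for four days before flow analysis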
# GPR55 activation – selective activators of receptor GPR55 – imaging, U2OS cells, beta-arrestin-GFP redistribution, primary screen (AID 1961); U2OS GPR55 beta-arrestin-GFP redistribution imaging; higher % means a stronger effect; activation, % at 10 µM, or EC50 in µM where a hit was titrated; 290,000 tested, 0.048% active;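 active means activation above 40% with more than 50 cells counted in the well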;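 further: U2OS osteosarcoma cells stably expressing GPR55 and beta-arrestin-GFP; plate controls were DMSO negative control for no effect and LPI positive control for full effect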
# HEK293 NOD2/NF-kB – inhibition of NOD2-driven NF-kB reporter – cell-based, luminescence, uHTS, HEK293 (AID 1566) | one-dose inhibition, % at 4 µM; EC50 in µM for titrated hits | HEK293 NOD2/NF-kB luciferase reporter, luminescence; higher % means a stronger effect | 290,000 tested, 0.63% active; further: many of its hits are not listed in these tables
# KOR beta-arrestin-2 – kappa opioid receptor activators – cell-based, luminescence, uHTS, primary screen (AID 1777); 280,000 tested, 0.02% active; KOR beta-arrestin recruitment, luminescence; higher % means a stronger effect; one-dose activation, % at 10 µM; EC50 in µM for titrated hits; in the data active means activation above about 50%, passing the limit was not always enough; further: a part of the inactive calls stands beside numbers as strong as those of hits
# T cell modulator vesicle-bound % – recorded beside T cell modulator, whose call it bears; double positive events, %; measured here: CD8+ vesicle-bound cell fraction;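 binding gate set so that unloaded-vesicle control wells show 10% double positive cells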
# NTR1 agonist cell count 20 µM – further read-out of NTR1 agonist, marked with its call; cell count; measured here: cell count, cytotoxicity flag
# Myeloid diff MLP GFP+ MAC1+ % – second read-out of Myeloid diff MLP, no call of its own (marks repeat the call); GFP+ MAC1+ double positive, %; measured here: differentiation confirmed by MAC1 staining
# * = called active by the depositor; i = inactive; . = not tested or not shown; [ ] = dose if it differs, or a comment. Unless noted, no stated cut-off is given here; in the data, active means inhibition above about 50%; inactive means the rest. The list is partial. The share of hits here may be higher or lower than overall.
SMILES,GPR55 LPI antagonism,NTR1 agonist,NTR1 agonist cell count 20 µM,NOD1 inhibition,T cell modulator,T cell modulator vesicle-bound %,KOR beta-arrestin-1,Myeloid diff MLP,Myeloid diff MLP GFP+ MAC1+ %,GPR55 activation,HEK293 NOD2/NF-kB,KOR beta-arrestin-2
CN1CCC(NC(=O)c2cccs2)CC1,1%,1.8,52,-21%,i,16,10%,i,1.4,-0.2%,4%,-1.9%
O=C(O)c1ccccc1NS(=O)(=O)c1ccc(NNC(=S)Nc2ccc(OC(F)F)cc2)c([N+](=O)[O-])c1,12%,.,.,-2%,.,.,-119%,i,0.9,-0.3%,17%,2.3%
CCOC(=O)c1ccc(NC(=O)CN2CCN(Cc3ccccc3)CC2)cc1,8%,-0.4,61,-10%,i,20,10%,i,0.5,-0.2%,13%,-0.7%
COc1cccc(CNC(=O)C(=O)NCCc2ccc(OC)c(OC)c2)c1,7%,-2.5,57,-2%,i,36,.,i,0.7,-0.2%,-2%,-1.5%
Cc1ccc(-n2nnc3c(=O)n(CC(=O)NCc4ccco4)cnc32)cc1,7%,-1.3,47,-6%,i,18,-15%,i,3.7,0.6%,18%,-3.1%
CN1CCN(CC(=O)C23CC4CC(CC(C4)C2)C3)CC1,8%,-1.1,95,-14%,i,5,11%,i,0.2,-0.2%,12%,-2.9%
O=CNCCCc1nc2ccccc2n1Cc1cccc2ccccc12,4%,1.1,83,-7%,i,48,26%,i,8.2,0.2%,6%,-7.8%
Cc1c([N+](=O)[O-])nnn1-c1cc(Cl)cc(Cl)c1,5%,-0.9,49,-39%,i,28,13%,i,0.3,-0.2%,-10%,-0.5%
O=C(NCc1ccc(F)cc1)c1nc(-c2cccs2)no1,0%,-2.2,94,-28%,i,57,-5%,i,0.9,0.3%,-4%,-2.6%
COC(=O)C1=C(C)OC(N)=C(C#N)C1c1cc2cccc(C)c2nc1Cl (configuration not stated),-7%,12,28,-6%,i,12,-29%,.,.,-0.1%,-2%,-3.5%
COc1cc2c(cc1OC)CN(C(=O)CNS(=O)(=O)c1ccc(C)c(C)c1)CC2,13%,1.5,47,-2%,i,43,-23%,i,0.5,0.2%,11%,-2.8%
Brc1ccc(CNc2cc3c(cc2Br)OCCO3)cc1,7%,4.1,34,-26%,i,47,27%,i,0.0,0.6%,8%,-2.3%
COc1ccc(CCNC(=O)CN2CCN(c3cccc(Cl)c3)CC2)cc1OC,4%,-0.4,89,-6%,i,41,14%,i,0.3,-0.1%,1%,-0.5%
CCOc1ccc(C(C)=O)cc1CSc1nnc(N)s1,6%,2.0,57,-17%,i,35,-4%,i,0.3,0.1%,20%,-4.4%
CC1CCCN(C(=O)COc2ccc(-c3ccccc3)cc2)C1 (configuration not stated),-1%,-1.8,104,-15%,i,60,11%,i,1.2,-0.3%,8%,-4.0%
COc1ccc(C(=O)Nc2ccc(S(=O)(=O)N3CCOCC3)cc2)cc1[N+](=O)[O-],10%,2.9,49,-36%,i,53,-30%[20 µM],i,0.8,-0.1%,-2%,-2.6%
CCN1CCN(c2ccc(NC(=O)c3ccc4c(c3)[nH]c(=O)n4Cc3ccc(OC)cc3)cc2)CC1,7%,3.5,78,-32%,i,17,1%,i,0.5,-0.1%,22%,4.0%
N#CCN1C(=O)C2CCCN2c2ccc(S(=O)(=O)N3CCOCC3)cc21 (configuration not stated),0%,0.2,30,-6%,i,35,-34%,i,0.2,-0.2%,18%,-3.9%
CC(C)Oc1ccc(C(CC(=O)O)NC(=O)C(Sc2ccccc2)c2ccccc2)cc1 (configuration not stated),10%,0.0,30,-12%,i,46,-25%,i,0.2,-0.4%,9%,-1.9%
CC1Cn2c(nnc2-c2cccc(N)c2)S1 (configuration not stated),4%,-1.7,46,-12%,i,64,7%,i,1.4,-0.1%,5%,7.3%

# Part of the list above, limited to GPR55 LPI antagonism, GPR55 activation and NTR1 agonist:
compound	GPR55 LPI antagonism	GPR55 activation	NTR1 agonist
CCOc1ccc(C(C)=O)cc1CSc1nnc(N)s1	6%	0.1%	2.0
COc1cc2c(cc1OC)CN(C(=O)CNS(=O)(=O)c1ccc(C)c(C)c1)CC2	13%	0.2%	1.5
CCN1CCN(c2ccc(NC(=O)c3ccc4c(c3)[nH]c(=O)n4Cc3ccc(OC)cc3)cc2)CC1	7%	-0.1%	3.5
CC1Cn2c(nnc2-c2cccc(N)c2)S1 (configuration not stated)	4%	-0.1%	-1.7
N#CCN1C(=O)C2CCCN2c2ccc(S(=O)(=O)N3CCOCC3)cc21 (configuration not stated)	0%	-0.2%	0.2
Brc1ccc(CNc2cc3c(cc2Br)OCCO3)cc1	7%	0.6%	4.1

# Additional entries
SMILES,GPR55 LPI antagonism,NTR1 agonist,NTR1 agonist cell count 20 µM,NOD1 inhibition,T cell modulator,T cell modulator vesicle-bound %,KOR beta-arrestin-1,Myeloid diff MLP,Myeloid diff MLP GFP+ MAC1+ %,GPR55 activation,HEK293 NOD2/NF-kB,KOR beta-arrestin-2
O=C(COc1cccc(-n2cnnn2)c1)NC1CCCCC1,9%,0.8,35,-22%,i,23,-50%[20 µM],i,1.6,0.0%,0%,-4.2%
COCCn1c(SCC(=O)NNC(=O)c2ccccc2)nc2ccccc2c1=O,1%,-0.3,46,-28%,i,34,-14%,i,1.4,-0.2%,18%,-4.3%
COc1ccc([N+](=O)[O-])c(OC)c1C(=O)NC(=O)Nc1c(F)cc(F)cc1F,8%,0.8,51,1%,i,25,10%,i,0.6,-0.1%,10%,-0.3%
COc1ccc(CCCNC(=O)C2CCC(=O)N(Cc3ccccc3F)C2)cc1 (configuration not stated),8%,0.0,72,-14%,i,62,-21%,i,1.1,0.2%,-9%,-4.6%
O=C(Nc1cccc(Cl)c1)c1ccc2c(c1)OCCO2,-3%,-0.1,50,-84%,i,19,4%,i,1.7,-0.2%,-169%,-6.1%
Cc1ccc(C)c(N2CCN(c3ccc(N4C(=O)COCC4=O)cc3[N+](=O)[O-])CC2)c1,14%,9.6,46,-15%,i,48,-4%,i,0.2,-0.3%,8%,5.9%
O=S(=O)(Nc1cccc(-c2ccc(N3CCCCCC3)nn2)c1)c1ccccc1Cl,5%,6.8,60,-3%,i,30,-21%,i,1.0,-0.1%,-4%,5.9%
Cc1ccc(OCC(=O)Nc2ccc(N3CCN(C(=O)c4ccco4)CC3)cc2)c(C)c1,1%,3.0,53,18%,i,29,-28%,.,.,0.8%,0%,1.7%
COC(=O)c1sc(-c2ccc(Cl)cc2)cc1NC(=O)COCC(=O)O,-5%,1.3,49,-4%,i,26,1%,i,0.1,-0.2%,-14%,-0.6%
CCCc1cc(=O)[nH]c(SCC(=O)Nc2ccc(Br)cc2)n1,0%,-1.4,61,2%,i,33,2%,i,0.5,0.4%,25%,-5.3%
COc1ccc(CCNC(=O)c2ccc(Cl)cc2)cc1,-2%,-1.5,70,-22%,i,16,-9%,i,1.0,-0.1%,2%,-1.8%
CCCCCC(=O)Nc1cccc(C2=NOC3(C2)C[C@@H](C(N)=O)N(C(=O)c2cc([N+](=O)[O-])cc([N+](=O)[O-])c2C)C3)c1 (some centres not stated),-7%,0.6,29,-6%,i,10,23%,i,3.6,-0.2%,-4%,-5.9%
COc1ccccc1-c1c(C(F)(F)F)oc2cc(OCC(=O)Nc3ccccc3C(F)(F)F)ccc2c1=O,7%,2.6,52,-14%,i,44,18%,i,0.6,0.3%,12%,13%
COc1ccc(N(CC(=O)N2CCc3ccccc32)S(=O)(=O)c2c(C)n[nH]c2C)cc1,11%,0.0,79,-4%,i,12,33%,i,0.3,0.0%,1%,-4.9%
Cc1ccc(Nc2ccc(C(=O)O)cc2N)cc1,20%,3.3,85,-89%,i,20,16%,.,.,-0.1%,-94%,-2.4%
Cc1ccc(NC(=O)c2ccc(CNc3c(N4CCOCC4)c(=O)c3=O)cc2)cc1,-11%,0.1,42,-6%,i,46,-20%,i,1.6,0.2%,6%,2.1%
Cc1ccc(C)c2sc(NC(=O)c3ccc(N4CCCCC4)c([N+](=O)[O-])c3)nc12,15%,2.0,48,17%,i,33,-11%,i,0.6,-0.1%,7%,0.7%
COC(=O)CNS(=O)(=O)c1ccc(Cc2ccc(S(=O)(=O)NCC(=O)OC)cc2)cc1,4%,2.4,55,-18%,i,19,21%,i,7.6,-0.3%,16%,-2.8%
COc1ccc(CNC(=S)Nc2ccc(S(N)(=O)=O)cc2)cc1,5%,-0.5,49,2%,i,39,-30%[20 µM],i,1.2,-0.1%,-3%,-1.1%
CC1CC(C)CN(S(=O)(=O)c2ccc(C(=O)Nc3sccc3C(N)=O)cc2)C1 (configuration not stated),2%,19,99,18%,i,40,34%,i,1.7,0.2%,9%,3.1%
CCOc1ccc(NC(=O)CCc2ccc(C)o2)cc1,6%,0.2,65,-29%,i,25,-8%,i,0.4,-0.2%,-3%,-2.3%
O=C(Nc1ccc2c(c1)OCO2)C1CCN(Cc2cc3c(cc2O)OCO3)CC1,12%,0.6,59,-26%,i,32,20%,i,0.4,.,2%,-2.6%
COc1cc(/C=C/C(=O)O)ccc1OCc1ccccc1C#N,-8%,1.6,40,-37%,i,41,14%,i,0.4,-0.2%,18%,-1.2%
C/C=C/C(=O)OCC(=O)Nc1ccc(F)cc1Cl,-4%,-1.2,60,4%,i,40,10%,i,0.2,-0.1%,-4%,-0.2%
O=C(CSc1nnc(SCc2ccccc2Cl)s1)N/N=C/c1c[nH]c2ccccc12,12%,17,37,-12%,i,44,16%,i,0.5,-0.2%,-14%,3.8%
CCCCC(CC)C(=O)Nc1cc(C(=O)NCc2ccc(C)cc2)ccc1N1CCC2(CC1)CC(c1ccccc1)=NO2 (configuration not stated),5%,4.4,90,-23%,i,45,-30%[20 µM],i,1.9,-0.1%,-1%,-2.8%

# Whole records from above. Screens in order: GPR55 LPI antagonism	NTR1 agonist	NTR1 agonist cell count 20 µM	NOD1 inhibition	T cell modulator	T cell modulator vesicle-bound %	KOR beta-arrestin-1	Myeloid diff MLP	Myeloid diff MLP GFP+ MAC1+ %	GPR55 activation	HEK293 NOD2/NF-kB	KOR beta-arrestin-2
# Record of O=C(CSc1nnc(SCc2ccccc2Cl)s1)N/N=C/c1c[nH]c2ccccc12 → 12%	17	37	-12%	i	44	16%	i	0.5	-0.2%	-14%	3.8%
# Record of C/C=C/C(=O)OCC(=O)Nc1ccc(F)cc1Cl → -4%	-1.2	60	4%	i	40	10%	i	0.2	-0.1%	-4%	-0.2%

# Screening data from PubChem.
